MsrA inhibitor – inhibitors of bovine MsrA | 360,000 compounds, 0.75% hits | purified bovine MsrA, absorbance read-out | inhibition, % at 15.5 µM; in the data active = inhibition above about 4.5%;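 note: 0% = vehicle wells with enzyme and 100% = reference inhibitor wells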
MT1-MMP act inh – blocks activation of human MT1-MMP; HT1080 RFP-PRO-GFP cells, GFP/RFP ratio fluorescence, overnight; percent of plate control window, DMSO zero; AID 651647; 360,000 compounds, 0.061% hits; GFP/RFP ratio change, % at 20 µM; P50281;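 active = GFP/RFP ratio change of at least 30% with cell ATP level not reduced by more than half and red fluorescence within 50% of control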; note: strong numbers were not always called active
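Material: RFP-PRO-GFP reporter HT1080 cells. Dosing: single-point 20 µM compound, 1% DMSO. Controls: DMSO and RFP-L50D-GFP cell wells. Timing: cells overnight before dosing, compound overnight, 37 °C, 5% CO2. Measure: GFP/RFP fluorescence ratio.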
E coli Lon inh – inhibits E. coli Lon protease. purified E. coli Lon protease, fluorescence polarization. AID 602123. inhibition, % at 7.94 µM. 360,000 compounds, 0.42% hits; in the data active = inhibition above about 13%, passing the limit was not always enough;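 note: 0% = enzyme with probe and DMSO and 100% = no enzyme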
Rin1 Abl inh – inhibitors of human Rin1-Abl protein interaction | 360,000 compounds, 0.4% hits | TR-FRET Rin1/Abl binding, biochemical | inhibition, % at 7.35 µM | AID 588664 | P00519+Q13671; in the data active = inhibition above about 5%, passing the limit was not always enough
CendR NRP1 mod – NRP-1/CendR interaction modulation; FAM-RPARPAR peptide binding to NRP-1, fluorescence polarization; inhibition, % at 25 µM; 360,000 compounds, 0.85% hits;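 active = inhibition or corrected inhibition above about 18%, plus a signal ratio from 0.5 to 1.5, limit read from the data, passing the limit was not always enough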; note: strong numbers were not always called active
Neddylation inh – inhibitors of human cullin neddylation; P61081+Q13564; TR-FRET cullin neddylation, biochemical; calls only at 25 µM; 360,000 compounds, 0.58% hits; AID 651699; in the data active = inhibition above about 36%
SKN-1 inh – blocks SKN-1 activity in C. elegans; C. elegans VP596 Pgst-4::GFP/RFP ratio, acrylamide-induced, 24 h; inhibition, % at 21.8 µM; 360,000 compounds, 0.49% hits; AID 624304;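 active = interference check ratio from 0.5 to 1.5 plus GFP to RFP signal ratio inhibition reaching or exceeding a fixed threshold, cut at about 30% in these data, passing the limit was not always enough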; note: some compounds called inactive have numbers as strong as hits
MsrA act – activates bovine MsrA enzyme; purified bovine MsrA, absorbance read-out; activation, % at 10.6 µM; 360,000 compounds, 0.3% hits; AID 602163; in the data active = activation above about 7.5%;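 note: 0% = vehicle and 100% = reference activator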
FAS TE block – blocks the thioesterase domain of human fatty acid synthase; P49327; inhibition, % at 15 µM; 360,000 compounds, 0.67% hits; recombinant FAS-TE, OMFH fluorogenic substrate, fluorescence endpoint;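 active = compounds whose normalised, plate-corrected inhibition of enzyme fluorescence in the single-dose primary screen is 50% or more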;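 note: 0% = DMSO with enzyme and 100% = substrate without enzyme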
* = called active by the depositor; i = inactive; nt = no result given; & = joins results of further samples.

The line under a structure holds: MsrA inhibitor, MT1-MMP act inh, E coli Lon inh, Rin1 Abl inh, CendR NRP1 mod, Neddylation inh, SKN-1 inh, MsrA act, FAS TE block
> COc1ccc(CN2CC(C(=O)NCCCN3CCCCC3)CC2=O)cc1 (configuration not stated)
 : 0.5, -1, 5, 0, 8, i, 2, 1, -7
> CC1CCCN(S(=O)(=O)c2ccc3[nH]c4c(c3c2)CCCC4)C1 (configuration not stated)
 : -0.3, -10, -3, -1, 15, i, 23, -5, 24
> O=C(NCc1ccc(-c2nc3ccccc3s2)cc1)c1ccc(Br)o1
 : 2.9, 1, -6, -2, 5, i, 6, -2, 2
> C=CCC1C=C(C)CC(CC=C)N1 (configuration not stated)
 : -0.5, 2, -2, 2, 4, i, 4, -2, -4
> C=CCN1C=CC=C/C1=C1\SC(=S)N(C)C1=O
 : 0.5, 3, -5, -5, -3, i, 16, -5, 0
> Cc1ccnc(N2CCCC(C(=O)Nc3cc(F)ccc3C)C2)n1 (configuration not stated)
 : 0.1, 3, 8, 3, -13, i, 17, -3, -3
> Cc1cc(Br)ccc1NC(=O)C(C)c1ccc([N+](=O)[O-])cc1 (configuration not stated)
 : 1.2, 4, -6, 0, 2, i, 8, -7, 56*
> Cc1ccc(S(=O)(=O)N2CCCCC2CCNC(=O)C(=O)Nc2ccccc2F)cc1 (configuration not stated)
 : -0.5, -8, -5, 2, 5, i, -5, -1, 28
> Cc1ccc(NS(=O)(=O)c2cccc(C(=O)N/N=C/c3c(C)nn(-c4ccccc4)c3N3CCCC3)c2)c(C)c1
 : 0.5, -11, 4, -1, 12, nt, 10, -3, 51*
> O=C(CCc1nc(-c2ccccc2)no1)Nc1cccc(C(=O)NC2CC2)c1
 : 0.8, 3, 1, 3, -9, i, -4, -8, -4

(further entries)
The line under a structure holds: MsrA inhibitor, MT1-MMP act inh, E coli Lon inh, Rin1 Abl inh, CendR NRP1 mod, Neddylation inh, SKN-1 inh, MsrA act, FAS TE block
> Cc1cc(C)nc(OC(=O)c2c(Cl)cc(Cl)cc2Cl)n1
 : -0.8, 2, -6, 1, -2, i, -8, -4, 6
> Cc1cc(C(=O)N(NC(=O)C(C)C)c2ccccc2)cs1
 : -0.5, 2, 3, 0, 5, i, 17, -2, -4
> CCC1CCCCN1CCCNC(=O)CC1Oc2ccc(C)cc2NC1=O (configuration not stated)
 : -0.2, -1, 2, 0, -10, i, -4, 2, -3
> Cc1ccc(-c2csc(NC(=O)CCCc3cccs3)n2)cc1
 : -0.1, 1, -3, 2, -6, i, -1, -2, 6
> O=C(Nc1nc2ccc([N+](=O)[O-])cc2s1)c1ccc(S(=O)(=O)N2CCCc3ccccc32)cc1
 : nt, -32, -12, 1, -48, i, -9, -3, 39
> O=C1CC(C(=O)Nc2ccc(F)cc2)n2cnnc2N1 (configuration not stated)
 : -0.1, -6, 5, 6, 2, i, 2, -16, -4
> N/C(=N\c1nc2c(c(=O)[nH]1)CCCC2)Nc1ccc(Oc2ccccc2)cc1
 : -1.6, 7, -3, -2, 2, i, 1, -6, 14
> NC(=O)c1c(NC(=O)c2ccco2)sc2c1CCC2
 : 2.6, -6, -1, -5, -16, i, 16, -3, -3
> Cc1cc(C)cc(NC(=O)N2CCC(NC(=O)c3ccccc3C)CC2)c1
 : -1.2, 3, -4, 0, -7, i, 2, -3, -5
> CC1(C(=O)Nc2ccc3c(c2)OCO3)CCN1C(=O)CC1CC1 (configuration not stated)
 : -0.5, -1, 1, 1, -6, i, 13, -4, -7

Further structures
The line under a structure holds: MsrA inhibitor, MT1-MMP act inh, E coli Lon inh, Rin1 Abl inh, CendR NRP1 mod, Neddylation inh, SKN-1 inh, MsrA act, FAS TE block
> CC(C)C(=O)N1CC(=O)Nc2ccc(F)cc2C1c1ccc(F)cc1 (configuration not stated)
 : -0.4, -6, 1, -1, -10, i, 12, 7, -3
> CCOC(=O)C1CCCN(S(=O)(=O)c2cn(C)c(=O)n(C)c2=O)C1 (configuration not stated)
 : -0.5, -3, 6, -4, -2, i, 0, 0, -3
> COC(=O)Cn1ncc2c3ccccc3n(C)c2c1=O
 : 0.5, 3, -8, -2, 7, i, 17, 0, -6
> CCOCCCn1c(=NC(C)=O)c(C(=O)OCC)cc2c(=O)n3ccccc3nc21
 : 0.4, 0&-6, -2&7, 1&-8, 3&-49, i, 18&5, 1&-4, -5&-6
> CC(=O)NC1=CC(=C[N+](=O)[O-])C=C1O
 : 2.5, 5, -11, -1, -4, i, -7, -11, 0
> Cc1ccc(C)n1-c1ccc(-c2nnc3n2CCCCC3)s1
 : 0.8, -3, -5, -5, 7, i, -4, 0, -4
> CCOc1ccc(-n2c(SCC(=O)NC(C)CC)nc3n[nH]c(C)c3c2=N)cc1 (configuration not stated)
 : nt, 8, 8, 0, -5, i, 4, 0, -3
> Cc1ccc(-c2nc(CN3CCCCC3c3cccc(F)c3)c(C)o2)o1 (configuration not stated)
 : -0.4, -7, -10, 2, -20, i, -6, -2, 3
> Cc1cc(C(=O)Nc2ccc(N3CCCCC3)cc2)no1
 : -1.0, 7, 4, 0, 7, i, 1, 5, -2
> CC(C)(C)OC(=O)N1CCCC(C(=O)Nc2cccc(C(=O)N3CCCC3)c2)C1 (configuration not stated)
 : -0.2, -1, -6, -1, -2, i, -4, -1, -8

Quoted from the listing, 9 compounds:
The line under a structure holds: MsrA inhibitor, MT1-MMP act inh, E coli Lon inh, Rin1 Abl inh, CendR NRP1 mod, Neddylation inh, SKN-1 inh, MsrA act, FAS TE block
> Cc1cc(C)cc(NC(=O)N2CCC(NC(=O)c3ccccc3C)CC2)c1
 : -1.2, 3, -4, 0, -7, i, 2, -3, -5
> CC1(C(=O)Nc2ccc3c(c2)OCO3)CCN1C(=O)CC1CC1 (configuration not stated)
 : -0.5, -1, 1, 1, -6, i, 13, -4, -7
> CC(C)C(=O)N1CC(=O)Nc2ccc(F)cc2C1c1ccc(F)cc1 (configuration not stated)
 : -0.4, -6, 1, -1, -10, i, 12, 7, -3
> CCOC(=O)C1CCCN(S(=O)(=O)c2cn(C)c(=O)n(C)c2=O)C1 (configuration not stated)
 : -0.5, -3, 6, -4, -2, i, 0, 0, -3
> COC(=O)Cn1ncc2c3ccccc3n(C)c2c1=O
 : 0.5, 3, -8, -2, 7, i, 17, 0, -6
> CCOCCCn1c(=NC(C)=O)c(C(=O)OCC)cc2c(=O)n3ccccc3nc21
 : 0.4, 0&-6, -2&7, 1&-8, 3&-49, i, 18&5, 1&-4, -5&-6
> CC(=O)NC1=CC(=C[N+](=O)[O-])C=C1O
 : 2.5, 5, -11, -1, -4, i, -7, -11, 0
> Cc1ccc(C)n1-c1ccc(-c2nnc3n2CCCCC3)s1
 : 0.8, -3, -5, -5, 7, i, -4, 0, -4
> CCOc1ccc(-n2c(SCC(=O)NC(C)CC)nc3n[nH]c(C)c3c2=N)cc1 (configuration not stated)
 : nt, 8, 8, 0, -5, i, 4, 0, -3

New compounds follow
The line under a structure holds: MsrA inhibitor, MT1-MMP act inh, E coli Lon inh, Rin1 Abl inh, CendR NRP1 mod, Neddylation inh, SKN-1 inh, MsrA act, FAS TE block
> CC1(C)COCN1C(=O)c1ccc(Cl)c(Cl)c1
 : -0.9, 0, -2, -3, -1, i, -11, -2, -13
> CN(C(=O)CC1C(=O)NCCN1Cc1c(F)cccc1Cl)C1CCOCC1 (configuration not stated)
 : -0.3, -9, 4, 1, -1, i, 10, -1, -4
> COc1cc(C2Nc3cccc4cccc(c34)N2)ccc1OC(C)=O
 : nt, 31*, -6, 1, 13, i, -18, -2, 12
> Cc1c(Cl)cccc1NC(=O)C(=O)NNS(=O)(=O)c1ccc(F)cc1
 : nt, 2, 6, -1, 6, i, 5, -4, 1
> N#CCSc1nc(-c2ccccc2)nc2ccccc12
 : 0.1, 2, -1, -4, 10, i, 4, -2, 15
> CSc1nnc(-c2ccccc2Cl)n1N
 : -0.3, 1, -1, 1, 6, i, 9, -5, -8
> CC(=O)C1=C(C)N(Cc2ccccc2)C(=O)N[C@H]1c1cccc(F)c1
 : 0.1, 0, -5, 0, -1, i, -4, 0, -5
> COc1ccc2c(Cl)c(C(=O)NC3CCS(=O)(=O)C3)sc2c1 (configuration not stated)
 : 1.1, 3, -4, -2, -11, i, 15, 0, -10
> COc1ccc(C2/C=C\CC(NS(=O)(=O)c3ccc(C)cc3)CC(=O)N2Cc2ccccc2F)cc1 (configuration not stated)
 : nt, 2, 3, -3, -14, i, -4, -6, 6
> CN(c1ccc(C(=O)N2CCCCCC2)cc1)S(=O)(=O)c1ccc(Cl)cc1
 : 1.8, -3, -2, 2, 7, i, 6, -2, 9

Next section.
The line under a structure holds: MsrA inhibitor, MT1-MMP act inh, E coli Lon inh, Rin1 Abl inh, CendR NRP1 mod, Neddylation inh, SKN-1 inh, MsrA act, FAS TE block
> O=C(CSc1nnc2c(n1)[nH]c1ccc(F)cc12)NCc1ccc(F)cc1
 : -1.1, 0, 1, 0, 12, i, -9, -3, 1
> CCN1CCN(c2cc(C)c3cc(NC(=O)c4ccc(C)c(C)c4)ccc3n2)CC1
 : -0.2, 6, 5, -4, -4, i, 1, -1, 2
> O=P1(O)Cc2ccccc2-c2ccccc21
 : -0.2, -1, -3, 3, 12, i, -3, -2, -6
> CNC(=O)c1nn(C)c(=O)[nH]c1=O
 : -0.2, -4, 7, 3, 4, i, 10, -6, -4
> OCC1(Cc2cccc(Cl)c2)CCCN(Cc2cnn(-c3ccccc3)c2)C1 (configuration not stated)
 : 1.1, -5, -21, -1, -8, i, 0, 2, 5
> CCC(=O)Oc1ccc(NC(=O)c2ccco2)cc1
 : 0.0, 6, 6, -4, 5, i, 6, -3, -2
> CN(C1=C(N2CCOCC2)C(=O)c2ccccc2C1=O)c1ccccc1
 : 0.5, 0, -2, -9, -45, i, 12, -4, 16
> CC(=O)NC(=S)Nc1cc(C(F)(F)F)ccc1N1CCOCC1
 : 0.9, -9, 5, 1, 20, i, 9, -2, 4
> Cc1ccc(-n2c(SCC(=O)N/N=C/c3ccc(C)s3)nnc2-c2ccccc2)cc1
 : 0.3, 3, -8, -4, -10, i, 10, -10, 17
> COc1ccc(/C=C/c2nc3cc(-c4ccccc4)ccc3o2)cc1O
 : 3.0, -12, -2, 3, -2, nt, 9, -2, 29

(next part)
The line under a structure holds: MsrA inhibitor, MT1-MMP act inh, E coli Lon inh, Rin1 Abl inh, CendR NRP1 mod, Neddylation inh, SKN-1 inh, MsrA act, FAS TE block
> O=C(NCc1ccc(F)cc1F)[C@@H]1CCCN1C(=O)[C@@H]1CCCN1C(=O)c1cccs1
 : 0.1, 3, -2, nt, 0, i, 2, -3, -14
> O=C(O)/C(=C1\OC(=O)c2ccccc21)c1ccccc1
 : -0.6, 1, -1, -3, -7, i, 1, -5, -7
> CC/C(C)=N/Nc1cccc([N+](=O)[O-])c1
 : -0.4, 2, -2, 2, -5, i, 10, -14, 6
> CC(C)C1Nc2ccc(C(=O)O)cc2C2C=CCC21 (configuration not stated)
 : 0.1, -8, -3, 2, -2, i, 15, -6, -3
> COC(=O)c1ccc(N2CCN(c3ccccc3)CC2)nc1
 : -0.1, 8, 4, 0, 8, i, 6, -6, 2
> Cc1ccccc1OCc1nc2c3cnn(C)c3ncn2n1
 : -0.9, 2, -8, -5, 0, i, -6, -3, -3
> O=C(NCC1CCCN(C(=O)c2cscn2)C1)c1ccc(-c2ccccc2)cc1 (configuration not stated)
 : -1.0, -2, -6, 0, -8, i, 5, -6, -1
> COc1ccccc1Cn1c(=O)oc2ccc(C)cc21
 : -0.2, 1, -10, 0, 18, i, 21, -1, 12
> Cc1ccnc(NC(=O)c2cccc(S(=O)(=O)N3CCCc4ccccc43)c2)c1
 : 0.1, -3, -4, -1, -4, i, 20, -1, 22
> CCC(=O)N1CCCC(C)(C(=O)Nc2ccc3scnc3c2)C1 (configuration not stated)
 : -0.5, 5, -2, -3, -18, i, 0, -1, -8
> COc1cc(-c2noc(C)c2C#Cc2ccccn2)cc(OC)c1OC
 : -0.8, 9, 5, 4, 12, i, 9, -1, 9
> Cc1cc(C(=O)Nc2ccc3c(c2)CCC3)c2ccccc2n1
 : nt, -6, -12, -1, -9, i, 5, -3, -4

Screening results deposited in PubChem by several laboratories.
